# From PubChem BioAssay
# b-catenin transl: alters nuclear translocation of beta-catenin in HeLa cells. immunofluorescence imaging. nuclear translocation activity, % at 5 µM. 190,000 tested, 0.3% active;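 active means nuclear translocation activity above 50% at 5 µM, with a well cell count of 50 or more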;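 further: per-cell ratio of nuclear to cytoplasmic median beta-catenin stain intensity; plate controls were DMSO negative control for no effect and GSK-3 inhibitor IX positive control for full effect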
#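 Technique: fluorescence imaging of beta-catenin antibody stain plus DAPI / Material: human HeLa cell line / Incubation: compound treatment 24 h, 37°C, 5% CO2 / Read-out basis: % activation of per-cell nuclear versus cytoplasmic median beta-catenin signal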
# T cell modulator: T cell immune modulators affecting CD8 T cell-vesicle binding. calls only at 7 µM. AID 2052. 330,000 tested, 0.068% active. 2C CD8+ T cell-vesicle binding, flow cytometry; active compounds read low;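 active means response, share of CD8 T cells binding vesicles, and their 90th percentile fluorescence all below set limits, cut at about 80% in these data, passing the limit was not always enough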
#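 Benchmarks: naked versus QL9-loaded vesicles / Assay system: purified 2C TCR transgenic mouse naive CD8+ T cells / Technique: high-throughput flow cytometry with anti-B7-1 and anti-CD8 staining / Timing: Cell–vesicle co-incubation 1.5 h at 37 °C, staining 20 min on ice / Read-out: percent CD8+ FL2 mean versus row control / Probe or stimulus: QL9-loaded Drosophila micro-vesicles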
# CSM14.1 death rescue: protection against thapsigargin-triggered cell killing – 384-well, CSM14.1, ATP luminescence, primary screen (AID 1222); one-dose cellular ATP content (survival), % at 20 µM; EC50 in µM for titrated hits; 190,000 tested, under 10 active; CSM14.1 thapsigargin-induced death rescue, ATP luminescence; higher % means a stronger effect;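 active means EC50 below 50 µM in the dose-response confirmation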;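 further: death triggered by thapsigargin at about 15 µM added after 2 h compound pretreatment; cell ATP read after overnight thapsigargin exposure of roughly 18 to 22 hours; normalized against plate controls of thapsigargin alone and 5% DMSO vehicle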
# Salmonella PhoP GFP: inhibitors of PhoP regulon expression, primary screen, Salmonella Typhimurium, GFP reporter (AID 1863). S. Typhimurium PhoP-regulated promoter GFP reporter, 4 h; higher % means a stronger effect. inhibition, % at 50 µM, or IC50 in µM where a hit was titrated. 300,000 tested, 0.16% active;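 active means inhibition over 29.93%, a cutoff 3 SD above the screen mean, later confirmed by dose response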;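 further: 0% = low Mg2+ inducing control and 100% = high Mg2+ repressing control; strong numbers were not always called active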
# MT stabilize HCS: microtubule stabilization, imaging screen. HeLa tubulin immunostaining HCS, 24 h; share of cells brighter than vehicle mean+2SD. % tubulin-high responders, % at 10 µM. 200,000 tested, 0.83% active;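 active means plate Z-score above 3 for both tubulin-high and condensed-nucleus cell shares, with cell loss under 80%, at 10 µM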;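 further: anti alpha tubulin signal scored within the nucleus-defined area of each cell; some results filed as inactive read as strong as hits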
# Insulin prom up: MIN6 insulin promoter up-regulation. MIN6 insulin promoter-GFP reporter, high-content imaging; active compounds read high. z-score at 5 µM. 190,000 tested, 0.3% active. AID 1625;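 active means z-score above 3 at 5 µM with at least 500 cells counted in the well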
# Autophagy mod: modulators of autophagy; MEF GFP-LC3 puncta imaging; test concentration mostly 10 µM; calls only at 10 µM (by protocol); 190,000 tested, 0.98% active;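 active means percentage of spot-positive cells more than 3 SD above its plate mean, without a fluorescence outlier flag or 80% toxicity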;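 further: spot-positive cell cutoff set from DMSO-treated cells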
# Hep lipid drop: modulators of hepatic lipid droplet formation. 240,000 tested, 0.4% active. inhibition, % at 6.5 µM. AML12 mouse hepatocytes, oleate lipid droplets, BODIPY imaging;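 active means lipid droplet intensity inhibited by at least 50%, with more than 500 cells counted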
#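 Technique: fluorescence imaging, 20x objective, two fields per well / Assay system: AML12 hepatocytes (mouse) / Measure: % inhibition of lipid droplet signal / Doses: 6.5 µM single-point dosing / Incubation: overnight exposure / Reagent: 100 µM oleic acid challenge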
# Dynein transport: dynein cargo transport inhibition; 3617.4 mouse cells, GR-EGFP nuclear translocation imaging; test concentration mostly 20 µM; stimulated with dexamethasone, 1 µM; active compounds read low; z-score, hits read low; 220,000 tested, 0.47% active; AID 1381;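 active means plate z-score of nuclear minus cytoplasmic receptor signal below a set negative limit, without overly bright fluorescence or cell loss, cut at about -3.5 in these data, passing the limit was not always enough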;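 further: z-score of nuclear minus cytoplasmic ring GR-EGFP intensity difference per well; some compounds called inactive have numbers as strong as hits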
#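 Buffer or medium: Induction medium lacking tetracycline, stripped serum | Also added: Dexamethasone agonist, 1.0 µM final, for 30 min | Timing: 48 h induction, 1 h compound, 30 min dex at 37 °C | Detection: Formaldehyde fixation, Hoechst nuclear stain, 10x automated fluorescence imaging | Measure: Nuclear versus cytoplasmic GR-EGFP signal, averaged per well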
# Dynein transport cytoplasmic EGFP: further read-out of Dynein transport, marked with its call; z-score; measured here: cytoplasmic GR-EGFP intensity; active compounds read high
# Dynein transport nuclear GR-EGFP: recorded beside Dynein transport, whose call it bears; z-score; measured here: nuclear GR-EGFP intensity;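 lower value marks the stronger effect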
# Dynein transport cell count: also measured in Dynein transport; calls as there; z-score; measured here: cell count per field
# Insulin prom up cell count: further read-out of Insulin prom up, marked with its call; cell count; measured here: cytotoxicity, nuclei count;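 total cells summed across four imaged fields per well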
# Hep lipid drop cells 6.5 µM: further read-out of Hep lipid drop, marked with its call; cell count; measured here: cell count, cytotoxicity flag;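 cells counted across two imaged fields per well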
# b-catenin transl cell count 5 µM: also measured in b-catenin transl; calls as there; cell count; measured here: cell count, cytotoxicity flag
# T cell modulator vesicle-bound %: second read-out of T cell modulator, no call of its own (marks repeat the call); double positive events, %; measured here: CD8+ vesicle-bound cell fraction;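 binding gate set so that unloaded-vesicle control wells show 10% double positive cells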
# MT stabilize HCS Hoechst-high %: further read-out of MT stabilize HCS, marked with its call; % Hoechst-high responders; measured here: nuclear condensation Hoechst responders;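 share of cells brighter than vehicle mean plus two SD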
# MT stabilize HCS cytotoxicity %: second read-out of MT stabilize HCS, no call of its own (marks repeat the call); toxicity, %; measured here: cytotoxicity by cell density;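 0% = mean cell density of plate MIN control wells and 100% = no cells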
# Autophagy mod cell loss 18 h: recorded beside Autophagy mod, whose call it bears; toxicity, %; measured here: cell loss, nuclei count;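 cell loss after 18 h compound exposure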
# The depositor's hits bear a star; i = inactive; x = not tested or not shown; + = active, no number.
SMILES,b-catenin transl,b-catenin transl cell count 5 µM,T cell modulator,T cell modulator vesicle-bound %,CSM14.1 death rescue,Salmonella PhoP GFP,MT stabilize HCS,MT stabilize HCS Hoechst-high %,MT stabilize HCS cytotoxicity %,Insulin prom up,Insulin prom up cell count,Autophagy mod,Autophagy mod cell loss 18 h,Hep lipid drop,Hep lipid drop cells 6.5 µM,Dynein transport,Dynein transport cytoplasmic EGFP,Dynein transport nuclear GR-EGFP,Dynein transport cell count
CC(C)NC(=O)C1CCN(C2CCN(Cc3ccc4cccc(F)c4n3)CC2)CC1,2.2,968,i,30,1.2%,-11%,4.2,2.3,7.4,-1.4,1532,i,20,3,715,4.5,-0.2,1.8,-1.4
Cc1cc(C)cc(NC(=S)NCc2ccc(S(N)(=O)=O)cc2)c1,-0.9,1150,i,59,0.0%,5%,2.6,2.0,6.5,-0.45,1317,i,4,0,710,-0.62,0.49,-0.11,0.27
CC(C)C(=O)Nc1ccc(-c2nc3cccnc3o2)cc1,0.5,1086,i,3,-6.0%,5%,2.6,2.5,12,-0.22,1877,i,-3,-6,679,-0.0048,-0.28,0.27,2.2
Cc1noc(C)c1S(=O)(=O)Nc1ccccc1Oc1ccccc1,0.0,1073,i,34,x,-6%,x,x,x,1.5,1428,x,x,-34,695,1.3,-0.26,0.41,0.075
COc1ccc(C(=O)NCCNC(=O)c2cc(OCC(F)(F)F)ccc2OCC(F)(F)F)cc1,-3.7,1203,i,35,4.0%,-5%,2.5,1.0,12,0.97,1158,i,-2,5,705,2.1,0.75,1.4,-1.1
Cc1nc2ncnn2c(C)c1CCC(=O)Nc1csc(N)n1,x,x,i,41,0.9%,0%,4.2,1.4,5.3,x,x,i,4,-4,729,-0.56,-0.27,0.21,0.81
Cc1ccc(S(=O)(=O)Nn2c(O)c(C=C3N=c4ccccc4=N3)sc2=S)cc1,-1.9,1135,i,53,x,-5%,x,x,x,0.12,1438,x,x,5,654,0.28,-0.26,-0.27,-0.71
O=C(COc1ccc(S(=O)(=O)NC2CCCCC2)cc1Cl)NCC1CCCO1 (stereo unspecified),1.3,1014,i,10,x,-4%,1.6,1.5,3.5,0,797,i,3,-2,715,-0.51,-0.17,-0.2,0.56
Cc1ccccc1S(=O)(=O)Cc1ccc(C(=O)N2CCN(c3ccc(F)cc3)CC2)o1,-2.0,917,i,50,-0.6%,3%,3.5,2.7,7.2,-0.93,1095,i,4,x,x,2.8,-0.078,1.3,-1.4
CCn1c(SCC(=O)NC(C)(C)C)nc(O)cc1=O,-8.3,911,i,49,-1.0%,1%,1.7,1.3,9.8,0.92,1155,i,-1,x,x,-0.33,-0.24,-0.0098,0.66
NC(=O)c1c(/N=C/c2cccs2)sc2c1CCCC2,-0.3,1327,i,41,x,-9%,x,x,x,-0.11,1150,x,x,-17,697,-1.4,0.6,-0.55,0.38
CCc1nnc(NC(=O)CSc2nnc3scc(-c4ccc(C)cc4)n23)s1,x,x,i,50,x,x,2.1,2.0,28,x,x,i,6,x,x,-0.14,-0.21,0.23,1
O=[N+]([O-])c1ccc(N2CCCC2)cc1N1CCCC1,x,x,i,7,0.1%,8%,1.9,2.2,8.0,x,x,i,-4,x,x,-0.057,-0.23,-0.38,-0.065
CCC(C(=O)OC)n1cnc2c(cnn2-c2ccc(Cl)cc2)c1=O (stereo unspecified),-3.7,970,i,46,0.8%,2%,4.5,2.3,0.5,-0.92,1420,i,-4,x,x,-0.59,-0.15,-0.12,0.46
Cc1sc2c(c1C)c(=O)n(-c1ccccc1)c(=O)n2CC(=O)NCC1CCCO1 (stereo unspecified),0.8,1077,i,50,1.3%,1%,4.9,2.3,7.7,0.18,1268,i,8,8,669,1,0.036,1.3,-0.94
Cc1cc(C(=O)NNC(=O)Nc2ccc(Cl)cc2)no1,-0.4,1357,i,23,x,3%,x,x,x,-0.22,1069,x,x,-11,618,0.85,-0.15,1.1,-1.1
COc1cccc(NC(=O)CCCn2c(=S)[nH]c3ccccc3c2=O)c1,x,x,i,51,-0.6%,-4%,2.1,1.9,8.9,0.08,906,i,29,15,795,0.19,0.074,0.51,-0.52
CC(C)Oc1cc(S(=O)(=O)N2CCCCC2)ccc1N,-2.6,1064,i,57,-2.5%,0%,3.4,2.5,7.0,0.34,1226,i,-9,-15,714,-1.3,-0.01,-1,0.77
COc1cccc(CC(NC(C)=O)C(=O)NC2CCN(c3c4c(nc5ncnn35)CCC4)CC2)c1OC (stereo unspecified),0.0,1547,i,42,0.3%,7%,2.3,3.0,6.7,x,x,i,-11,-6,657,-0.95,-0.19,-0.67,0.71
C=C(C)Cn1c(SCC(=O)N/N=C/c2ccccc2)nc2ccccc2c1=O,3.4,1061,i,17,2.2%,-5%,8.6,17,14,0.96,1511,i,-7,4,667,0.87,-0.21,0.52,-0.019
CSCCC(NC(=O)C1CCC(C)CC1)C(=O)NCc1ccco1 (stereo unspecified),2.2,1361,i,19,0.1%,-9%,3.2,2.7,4.6,0.35,1379,i,-9,x,x,-1.6,-0.26,-0.6,0.96
CCCCn1c(SCC(=O)Nc2cc(C(F)(F)F)ccc2Cl)nnc1C(CC)N(C)C (stereo unspecified),x,x,i,10,-1.0%,1%,2.3,3.2,7.2,-0.42,1238,+,9.8*,-3,571,-0.024,-0.26,-0.35,-0.27
CCC(Sc1nc2c(cnn2-c2ccc(Cl)cc2)c(=O)[nH]1)C(=O)OC (stereo unspecified),-0.9,1043,i,38,x,-2%,1.8,2.3,5.0,1.7,1362,i,9,7,622,-0.21,-0.23,-0.0095,0.77
Cc1cc(NC(=O)C2CC(c3ccc(Cl)cc3)=NO2)no1 (stereo unspecified),0.4,1394,i,53,2.2%,1%,3.0,2.6,7.3,0.79,1659,i,-4,x,x,-0.78,-0.2,-0.97,0.25
O=C(Nc1cnn(Cc2ccc(F)cc2)c1)c1cc2nc(-c3ccco3)cc(C(F)(F)F)n2n1,1.9,1155,i,6,0.3%,17%,2.1,1.7,5.2,0.27,1289,i,-10,x,x,-0.53,-0.15,-0.14,0.73
# (cont.)
SMILES,b-catenin transl,b-catenin transl cell count 5 µM,T cell modulator,T cell modulator vesicle-bound %,CSM14.1 death rescue,Salmonella PhoP GFP,MT stabilize HCS,MT stabilize HCS Hoechst-high %,MT stabilize HCS cytotoxicity %,Insulin prom up,Insulin prom up cell count,Autophagy mod,Autophagy mod cell loss 18 h,Hep lipid drop,Hep lipid drop cells 6.5 µM,Dynein transport,Dynein transport cytoplasmic EGFP,Dynein transport nuclear GR-EGFP,Dynein transport cell count
COC(=O)C1=C(C)N(c2cccc(C)c2)C(=O)/C1=C\c1cccs1,1.4,1344,i,28,-0.2%,2%,4.3,2.7,7.3,-0.58,1422,i,-22,x,x,-0.98,-0.16,-0.021,0.23
CCC(=O)Nc1ccc(Cl)c(NC(=O)c2ccccc2OC)c1,1.2,869,i,36,-1.9%,-9%,4.4,1.1,9.9,-1.4,1393,i,-48,3,724,2.4,-0.02,1.7,-1.4
CC(=O)N(c1ccc(N(C(C)=O)S(=O)(=O)c2cccs2)cc1)S(=O)(=O)c1cccs1,x,x,i,36,x,-8%,1.9,2.1,0.4,x,x,i,-5,-7,664,0.4,0.21,0.27,0.39
Cc1cc(=O)oc(C)c1C(=O)Nc1cccc(F)c1,1.1,1240,i,45,x,-14%,x,x,x,-0.19,1411,x,x,-3,761,0.1,-0.27,-0.032,0.5
O=C1CCC(c2ccccc2)N1C(=O)c1cccnc1 (stereo unspecified),-1.4,1141,i,44,-1.0%,-3%,2.9,1.7,2.1,0.24,1234,i,-1,6,754,-0.43,-0.26,-0.56,1.3
CN1CCN(CC(=O)Nc2ccc(Oc3ccccc3)cc2)CC1,2.1,1160,i,13,-2.2%,4%,4.5,2.7,4.4,0.7,1162,i,-4,-6,774,0.22,-0.083,0.14,-0.059
Cc1cc(NC(=O)CCCN2C(=O)c3cccc4cccc(c34)C2=O)no1,-1.9,1054,i,3,0.4%,0%,1.3,1.5,4.2,-0.39,1653,i,-10,2,581,-0.79,-0.11,0.025,0.78
Cn1c(SCC(=O)NC(C)(C)C)nnc1-c1ccc(C(C)(C)C)cc1,-1.3,843,i,29,0.4%,9%,1.3,0.9,6.0,-1.2,1034,i,20,x,x,2.4,-0.18,1.5,-0.34
CC(C)c1cc(O)c(-c2ccccc2)c(=O)n1-c1ccc(Cl)cc1,0.2,1229,i,36,x,-2%,x,x,x,-1.9,818,x,x,-3,695,-0.52,-0.045,-0.23,0.55
Cc1cc2nc(-c3ccccc3)cc(=O)n2[nH]1,1.3,1206,i,24,x,-5%,x,x,x,-1.3,1074,x,x,-13,688,0.59,-0.23,0.22,-0.69
COCC(C)n1c(C)cc(C(=O)CSc2nc3ccccc3c(=O)[nH]2)c1C (stereo unspecified),0.1,849,i,44,0.1%,-9%,2.2,2.5,3.9,-1.5,1224,i,-7,x,x,-0.74,0.62,-0.12,0.73
